EPAC2 antagonist – qHTS for Antagonist of cAMP-regulated guanine nucleotide exchange factor 2 (EPAC2): primary screen | Rap guanine nucleotide exchange factor 4 (Homo sapiens), Q8WZA2 | EPAC2 GEF exchange of Rap1B-BODIPY-GDP, fluorescence | Potency, µM (doses to about 114 µM), for the others: at the highest dose activity, negative = inhibition, most hits filed as inhibitors | actives 0.18% (n = 360,000); also: potency is read from the fitted curve at half-maximal effect; % is scaled to controls: 0 for no effect and ±100 for the full control effect; nearly all actives have a fitted effect of over 45% in size; many of its hits are not listed in these tables
Target sequence (Q8WZA2 whole entry, looked up): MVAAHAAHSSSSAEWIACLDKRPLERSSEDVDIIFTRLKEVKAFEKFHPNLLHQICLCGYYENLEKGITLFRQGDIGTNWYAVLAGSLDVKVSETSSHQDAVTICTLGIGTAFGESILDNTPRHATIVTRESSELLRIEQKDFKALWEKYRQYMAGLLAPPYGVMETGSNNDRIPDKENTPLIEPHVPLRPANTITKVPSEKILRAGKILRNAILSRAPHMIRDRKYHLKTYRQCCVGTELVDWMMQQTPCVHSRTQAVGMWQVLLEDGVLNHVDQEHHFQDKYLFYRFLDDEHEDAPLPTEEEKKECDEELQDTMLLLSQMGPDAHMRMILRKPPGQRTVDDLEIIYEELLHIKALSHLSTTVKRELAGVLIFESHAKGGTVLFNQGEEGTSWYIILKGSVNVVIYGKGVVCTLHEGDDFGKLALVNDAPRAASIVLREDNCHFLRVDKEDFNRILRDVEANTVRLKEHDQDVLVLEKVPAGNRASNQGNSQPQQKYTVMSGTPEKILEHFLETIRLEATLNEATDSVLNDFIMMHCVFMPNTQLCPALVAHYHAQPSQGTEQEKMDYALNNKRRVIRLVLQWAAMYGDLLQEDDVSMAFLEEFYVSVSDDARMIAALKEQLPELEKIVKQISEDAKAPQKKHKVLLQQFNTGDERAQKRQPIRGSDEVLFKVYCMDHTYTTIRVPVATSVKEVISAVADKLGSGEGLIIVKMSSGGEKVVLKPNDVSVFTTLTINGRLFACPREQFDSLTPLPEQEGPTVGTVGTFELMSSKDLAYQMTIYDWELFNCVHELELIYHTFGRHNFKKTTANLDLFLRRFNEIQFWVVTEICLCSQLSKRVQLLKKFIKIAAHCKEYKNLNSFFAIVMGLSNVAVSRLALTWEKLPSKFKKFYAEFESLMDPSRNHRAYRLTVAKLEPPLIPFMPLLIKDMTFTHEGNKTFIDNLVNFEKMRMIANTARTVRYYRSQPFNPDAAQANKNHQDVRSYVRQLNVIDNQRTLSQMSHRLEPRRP
Mm-Cpn inhibitor – Inhibitors of TCP-1 ring complex (TRiC) of Methanococcus maripaludis (MmCpn): qHTS | purified Mm-Cpn ATPase, ADP Transcreener TR-FRET | Potency, µM (series often up to 76.9 µM), for the others: at the highest dose activity, negative = inhibition, most hits filed as inhibitors | Chaperonin Mm-Cpn (Methanococcus maripaludis) | AID 504842, 2011 | actives 0.031% (n = 330,000); also: potency is read from the fitted curve at half-maximal effect; % is scaled to controls: 0 for no effect and ±100 for the full control effect; nearly all actives have a fitted effect of over 80% in size
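Eu-cryptate anti-ADP/ADP-d2 competition gives a ratio inversely related to ADP. Enzyme at 25 nM was pre-exposed to compound for 10 min, then given 10 uM ATP for 30 min, 37°C throughout.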
D3 antag – qHTS of D3 Dopamine Receptor Antagonist: qHTS | AID 652054, 2013 | max response, negative = inhibition, % | D3R cells, DiscoveRx beta-arrestin luminescence, antagonist mode; hits give low values | actives 2.5% (n = 360,000); in the data active = max response below about -50%; inconclusive = no clear call, values can overlap the other calls; also: % is scaled to controls: 0 for no effect and ±100 for the full control effect; mostly tested at two doses, the higher about 12 µM
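Cells expressing the human receptor were seeded at 1500 cells/well, incubated overnight at 37 degrees C in 5% CO2, then exposed to library compounds with dopamine controls for 90 minutes at 37 degrees C before luminescent detection.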
CCT chaperon mod – High-Throughput Screening for Modulators of Cytosolic Chaperonin Activity. purified chaperonin ATPase assay, HTRF ADP detection, 30 min. AID 651819, 2012. actives 0.3% (n = 360,000). activity change, % (test concentration not listed), hits read low; in the data active = activity change below about -30%; also: % is scaled to controls: 0 for no effect and ±100 for the full control effect
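Enzyme 40 or 20 nM (batch-dependent) in Tris pH 7.4/KCl/MgCl2/DTT; cpd 76 uM single point; ATP 10 uM; 30 min 37 °C; Transcreener ADP HTRF detection, 30 min RT; ratio 665/615.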
DRD3 agonist – qHTS of D3 Dopamine Receptor Agonist: qHTS | D(3) dopamine receptor (Homo sapiens), P35462 | D3R DiscoveRx beta-arrestin cells, luminescence, 90 min | max activation, % | actives 0.58% (n = 410,000) | AID 652048, 2013; in the data active = max activation above about 30%; also: 0% is about no effect; mostly tested at two doses, the higher about 12 µM
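Agonist mode: compounds and dopamine controls were applied to plated cells for 90 min at 37 degrees C after an overnight attachment at 1500 cells/well. Luminescent read-out followed 30 - 60 minutes at room temperature with DiscoveRx detection reagent.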
EPAC2 agonist – qHTS for Agonist of cAMP-regulated guanine nucleotide exchange factor 4 (EPAC2): primary screen. Rap guanine nucleotide exchange factor 4 (Homo sapiens), Q8WZA2. EPAC2 activation, biochemical qHTS; response scale: 100% = 6.5 mM cAMP response. Potency, µM (highest dose often 154 µM), for the others: at the top dose activation, most hits filed as activators. actives 0.079% (n = 360,000); also: potency is read from the fitted curve at half-maximal effect; nearly all actives have a fitted effect of over 50% in size
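Exchange assay: 100 nM EPAC2 with 250 nM Rap1B-BODIPY-GDP and 50 uM GDP. Fluorescence (ex 480/em 540 nm) read every 5 min for 30 min at room temperature. Data normalized to 6.5 mM cAMP as agonist control.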
PTHR1 ag – qHTS for PTHR1 Agonists: Primary Screen; Potency, µM (series often up to 115 µM), inactives show at the highest dose activation, hits mostly activators; HEK293 GP2 PTHR1 cells, GloSensor cAMP luminescence, 1 h; actives 0.075% (n = 410,000); Parathyroid hormone/parathyroid hormone-related peptide receptor (Homo sapiens), Q03431; also: potency is read from the fitted curve at half-maximal effect; nearly all actives have a fitted effect of over 55% in size; some results filed as inactive show a strong effect at the top dose; inactives centre near -15; many of its hits are not listed in these tables
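HEK-293-derived GP2 cells expressing PTHR1 and a GloSensor cAMP reporter, 3,000/well, plated overnight, given luciferin plus IBMX (each 0.5 mM as added) for 1 h at 37 °C, then compound for 1 h at 37 °C. Luminescence was read after 15 min at room temperature.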
Akt phos inh – HTS Assay for Inhibitors of Akt Phophorylation: Primary Screen; activity change, % for hits at 50 µM; actives 0.32% (n = 360,000); Neuro2A IGF-stimulated pAkt S473 HTRF, 20 min; hits give low values; AID 651550, 2012; in the data active = activity change below about -80%; inconclusive = mostly about -51% to -80%; also: % is scaled to controls: 0 for no effect and ±100 for the full control effect
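Single-point screen (50 µM final compound) in Neuro2A cells stimulated 20 min with 6 nM IGF at 37 deg C. After lysis, Ser473-phosphorylated Akt read by HTRF (ex 330 nm, em 615/665 nm) as the 665/615 ratio.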
* marks the source's active call; other numbers are inactive results; i = inactive; u = inconclusive; x = no result given; & = joins results of further samples; [ ] = remark or other dose. Unless noted, calls follow the shape of the dose curve; as a rule, active = well fitted curve in the direction sought with a large enough effect; inconclusive = small, poorly fitted or top-dose-only effect, or another doubt; inactive = no such curve, though single readings can be large; an effect the other way counts as inactive or inconclusive. This is a subset; rates above refer to the full screens.

mol,Akt phos inh,EPAC2 antagonist,CCT chaperon mod,EPAC2 agonist,Mm-Cpn inhibitor,D3 antag,DRD3 agonist,PTHR1 ag
O=C(Nc1ccc(F)cc1)c1cccc2c1C(=O)N(CC1CCCO1)C2 (stereo not drawn),i,-7%,0.0,-7%,-2%,12,0,i
Cc1cccc(C)c1NC(=O)c1ccc(CN2CCc3ccccc3C2)cc1,x,-23%,-0.7,-5%[15.6 µM],1%,-85*,-22,-16%[57.5 µM]
Cc1cc2c(cc1S(=O)(=O)Nc1ccc(OC(F)(F)F)cc1)OCC(=O)N2,i,-27%,-0.8,0%,0%,-2,1&1,-7%&-22%
O=C(Nc1ccccc1Cl)c1ccccc1Oc1ccc(C(F)(F)F)cc1[N+](=O)[O-],i,-8%,3.4,3%,-1%,-9,4,i
NS(=O)(=O)c1ccc(CCNC(=O)COC(=O)/C=C/c2ccccc2Cl)cc1,i,-3%,-0.1,-9%,-1%,-11,-8,-22%
O=C(O)C(CO)N=Cc1c(O)c2ccccc2oc1=O (stereo not drawn),i,-6%,0.4,4%,-3%,-15,11,-10%
OCCCc1nc2n(n1)C(c1ccccc1)C=C(c1ccc(F)cc1)N2 (stereo not drawn),i,14%,1.1,3%,-6%,14,-9,-18%
CN1CCN(c2nc3c(c(=O)n(C)c(=O)n3C)n2CC(=O)C23CC4CC(CC(C4)C2)C3)CC1,-82%*,-1%,-2.4,8%,-1%,-6,2,i
CCOc1ccccc1C1NC(=O)c2ccccc2O1 (stereo not drawn),i,10%,0.9,9%,-2%,-15,-4,-2%
CN(CCOc1ccccc1)C(=O)C1CCN(C(=O)c2ccc(F)cc2)CC1,i,-1%,-0.9,4%,1%,6,1,-25%
CCOC(=O)c1c(S(=O)(=O)N2CCN(C)CC2)c(C)n(C)c1C,i,2%,0.4,9%,-3%,-12,-3,i
Cc1ccc2c(Cl)cc(Cl)c(OCC(=O)Nc3cccc(S(=O)(=O)N(C)C)c3)c2n1,i,11%,0.7,2%,1%,1,18,i
Cc1cc(C)cc(NC(=S)/C(=C(\[O-])c2ccc(Cl)s2)[n+]2cccc(C)c2)c1,i,-5%,-4.8,18%,-9%,-22,-8,i
O=C(CNCC1CCCO1)Nc1ccc([N+](=O)[O-])cc1C(=O)Nc1ccccc1F (stereo not drawn),i,-5%,-3.0,4%,4%,6,0,i
CCN(CC)c1ccc(NC(=O)CSc2nc(C3CC3)nc3ccccc23)cc1C,i,13%,-0.3,-12%,-1%,7,-3,-15%
CSc1ccc(CN2CCN(C(C)C)C(CCO)C2)cc1 (stereo not drawn),i,3%,2.6,14%,4%,-9,-6,i
CCCN1C(=O)C(=O)N(CC(=O)N2c3ccccc3NC(=O)CC2C)C1=O (stereo not drawn),i,-6%,-0.5,-4%,x,-6,0,i
N=c1c2c(ncn1CCCO)Oc1c(ccc3ccccc13)C2c1ccccc1 (stereo not drawn),i,15%,-0.2,0%,2%,-12,-2,i
CCCN(CCC)S(=O)(=O)c1ccc(C(=O)NCc2n[nH]c(=S)n2-c2ccc(Cl)c(Cl)c2)cc1,i,0%[57.1 µM],-0.1,4%,0%,-16,1,-23%
CN(C)N=Nc1ccc2nc[nH]c2c1,i,0%,-0.6,3%,-1%,18,2,-8%
COC(=O)C1=CN(C(C)C)C=C(C(=O)OC)C1c1cc2c(cc1Br)OCO2,i,u,-1.4,24%,-11%,27,33*,-22%
O=C(C[C@H]1C/C=C\C[C@@H](Cc2ccc(F)cc2)C(=O)OC[C@H]2CCCN2C1=O)NCCO,i,-4%,-1.3,1%,0%,4,-3,-15%
CCCc1cc(-c2n[nH]c(C)c2-c2ccc(C(=O)OCC)o2)c(O)cc1O,i,-12%,-4.9,2%,-1%,-27,35*,-1%[57.5 µM]
COc1ccc(CCn2c(=N)c(C(=O)N3CCN(C)CC3)cc3c(=O)n4ccccc4nc32)cc1,i,-5%,-0.9,15%,1%,-19,-3,i
CCC(C)NC(=O)C1CCCN(c2nc(C)cc(OC)n2)C1 (stereo not drawn),i,3%,2.9,8%,-1%,0,-10,i
O=C1CC(N2CCc3ccccc32)C(=O)N1c1ccccc1 (stereo not drawn),i,1%,1.9,13%,-1%,9,-7,i
O=C(NCC(O)COc1ccc([N+](=O)[O-])cc1)Nc1ccccc1 (stereo not drawn),i,1%,-1.6,-1%,-6%,-4,-2,-7%
Cc1ccc(S(=O)(=O)N2CCC(=O)N(CCOC(=O)Nc3ccccc3C)CC2)cc1,i,-4%,-0.9,7%,1%,39,-1,-8%
Cc1cc(=O)oc2cc(OCC(=O)N(C)C3CCS(=O)(=O)C3)c(Cl)cc12 (stereo not drawn),i,-9%,-0.6,10%,0%,4,6,-35%[inhibitor]
Cc1ccc(SCC(=O)Nc2ccc(N3CCN(C)CC3)c(F)c2)cc1,i,0%,-5.2,3%,2%,-53*,-12,i
O=C(NCCN1CCN(C(=O)NC2CCCCC2)CC1)NC1CCCCC1,i,-5%,-3.6,3%,2%,-6,-22,14%[57.5 µM]
O=C(CSc1nnnn1-c1ccccc1)N1CCN(C(=O)c2ccco2)CC1,i,0%[57.1 µM],3.2,6%,-1%,-24,0,i
O=C(NC(=O)c1cccc(Cl)c1)OC[C@@H]1CCCN2CCCCC12 (stereo partly drawn),i,2%,-4.0,10%,2%,-24,-3,-16%
CCN(CC)S(=O)(=O)c1ccc(N2CCOCC2)c(NC(=O)CC2OC(=O)c3ccccc32)c1 (stereo not drawn),i,12%,-13,-2%,1%,19,0,i
COc1ccc(OCC(=O)NC(=S)Nc2ccccc2F)cc1,i,-6%,-2.7,-5%,-4%,-21,-2,i
O=C(NCCc1ccc(C(F)(F)F)cc1)C1COc2ccccc2O1 (stereo not drawn),i,-4%,-0.2,-9%,3%,24,5,i
Cc1ccccc1OCCCn1c(CO)nc2ccccc21,i,-1%,-2.7,2%,0%,2,-1,i
CC(C)n1nc(C(=O)NC2CCCCCC2)c2ccccc2c1=O,i,4%,-2.4,3%,1%,12,4,-27%
Cc1cc(C(=O)Nc2nnc(C3CCCCC3)s2)no1,i,18%,0.6,4%,x,17,-18,-12%
COc1ccc(C(C(=O)NC2CCCCC2)N(C(=O)CCl)c2ccc(Cl)cc2)cc1 (stereo not drawn),i,0%,-1.0,5%,-2%,-10,0,-31%[inhibitor]
CC(=O)Nc1cccc(NC(=O)c2ccccc2OCc2c(C)noc2C)c1,i,15%,-0.3,0%,-1%,2,-20,i
NC(=O)CC(NC(=O)c1ccccc1)c1ccc(NCc2ccccn2)c([N+](=O)[O-])c1 (stereo not drawn),i,10%,1.1,3%,0%,-13,-18,i
O=C(Cn1cc([N+](=O)[O-])cn1)Nc1cccnc1,i,4%,-5.7,10%,u,3,-1,i
Cc1cc(NC(=O)c2cccc(Br)c2)no1,i,1%,-3.1,4%,x,-19,-3,-3%
COc1ccc(/C=N/NC(=O)c2ccccc2O)cc1COc1ccccn1,i,3%,-0.7,7%,-3%,-13,1,-15%
COc1ccc(CN2CC(=O)N(c3cccc(Cl)c3)C2=S)cc1OC,i,-1%,-0.6,13%,-4%,6,2,-10%
CCc1nc2c(OCC(=O)N(C)C)cccn2c1N(C=O)Cc1ccc(OC)cc1,i,6%,0.2,-2%,x,-6,8,i
Cc1cc(NC(=O)CSc2ccc3ccccc3c2)no1,i,4%,2.0,-2%,-3%,0,3,i
O=C(O)c1cn(Cc2ccccc2)nc1-c1cccnc1,i,-4%,-1.8,5%,-1%,-9,-3,-12%
CCN(CC)Cc1c(C(=O)N/N=C/c2ccncc2)nnn1-c1nonc1N,i,-3%,0.2,-1%,-2%,-19,-11,-3%
O/N=C(\c1ccccc1)C(O)c1ccccc1 (stereo not drawn),i,7%,-1.3,3%,1%,5,7,i
CCOC(=O)c1cccc(NC(=O)CSc2nc3ccccc3c(=O)n2CC)c1,i,-2%,-2.5,-8%,3%,25,8,-26%
CC(C)(C)NC(=O)C(c1ccncc1)N(Cc1cccs1)C(=O)Cn1nnc(-c2ccc(F)cc2)n1 (stereo not drawn),i,0%,-0.6,4%,-1%,-2,1,i
COc1ccc(OCc2cc(C(=O)N3CCC(c4ccccc4)CC3)no2)c(Cl)c1,i,-7%,0.4,7%,3%,17,-4,-23%
CCc1nnc(NC(=O)CSc2nnc(-c3cccnc3)n2CC)s1,i,17%,0.8,-2%,-2%,9,-13,i
CCN(CC)C(=S)Nc1c(C)n(C)n(-c2ccccc2)c1=O,i,3%,-0.1,-6%,1%,-3,-5,-57%[inhibitor]

Exported field by field: 2 of the compounds above.
COc1ccc(CN2CC(=O)N(c3cccc(Cl)c3)C2=S)cc1OC
  Akt phos inh: i | EPAC2 antagonist: -1% | CCT chaperon mod: -0.6 | EPAC2 agonist: 13% | Mm-Cpn inhibitor: -4% | D3 antag: 6 | DRD3 agonist: 2 | PTHR1 ag: -10%

CCc1nc2c(OCC(=O)N(C)C)cccn2c1N(C=O)Cc1ccc(OC)cc1
  Akt phos inh: i | EPAC2 antagonist: 6% | CCT chaperon mod: 0.2 | EPAC2 agonist: -2% | Mm-Cpn inhibitor: x | D3 antag: -6 | DRD3 agonist: 8 | PTHR1 ag: i
